# High-throughput results: PubChem BioAssay, several laboratories
# CCHF vOTU inh: CCHFV vOTU protease inhibitors, primary screen, biochemical, Pep-AMC substrate, fluorescence | AID 651958, 2012 | hit rate 0.55% among 370,000 | inhibition, % at 11.5 µM | Crimean-Congo hemorrhagic fever virus L polyprotein viral ovarian tumor (vOTU) protease …; in the data active = inhibition above about 30%; note: 0% = vehicle wells with enzyme and 100% = no enzyme wells
# TcdB GH inh: TcdB glycohydrolase inhibitors, primary screen, biochemical, single point, plate reader; Toxin B (Clostridioides difficile), P18177; TcdB glycohydrolase enzymatic assay; inhibition, % at 9.99 µM; hit rate 0.24% among 350,000; AID 652162, 2013; in the data active = inhibition above about 10%
# FadD28 binding: inhibitors of FadD28 bisubstrate probe binding, primary screen, biochemical, fluorescence polarization, single point. inhibition, % at 12.5 µM. Mycobacterium tuberculosis FadD28 fatty-acid-AMP ligase. AID 588549, 2011. hit rate 0.22% among 360,000; in the data active = inhibition above about 8.5%, passing the limit was not always enough; inconclusive = no clear call, values can overlap the other calls
# Anthrax LF inh2: Bacillus anthracis LF protease inhibitors, primary screen, biochemical, multiplex microsphere, MLPCN library. Lethal factor (Bacillus anthracis), P15917. multiplex microsphere protease cleavage assay. inhibition, % at 10 µM. hit rate 0.12% among 360,000. AID 588501, 2011; note: plate controls were buffer without enzyme for full effect and enzyme alone for no effect
# Target sequence (P15917 whole entry, looked up): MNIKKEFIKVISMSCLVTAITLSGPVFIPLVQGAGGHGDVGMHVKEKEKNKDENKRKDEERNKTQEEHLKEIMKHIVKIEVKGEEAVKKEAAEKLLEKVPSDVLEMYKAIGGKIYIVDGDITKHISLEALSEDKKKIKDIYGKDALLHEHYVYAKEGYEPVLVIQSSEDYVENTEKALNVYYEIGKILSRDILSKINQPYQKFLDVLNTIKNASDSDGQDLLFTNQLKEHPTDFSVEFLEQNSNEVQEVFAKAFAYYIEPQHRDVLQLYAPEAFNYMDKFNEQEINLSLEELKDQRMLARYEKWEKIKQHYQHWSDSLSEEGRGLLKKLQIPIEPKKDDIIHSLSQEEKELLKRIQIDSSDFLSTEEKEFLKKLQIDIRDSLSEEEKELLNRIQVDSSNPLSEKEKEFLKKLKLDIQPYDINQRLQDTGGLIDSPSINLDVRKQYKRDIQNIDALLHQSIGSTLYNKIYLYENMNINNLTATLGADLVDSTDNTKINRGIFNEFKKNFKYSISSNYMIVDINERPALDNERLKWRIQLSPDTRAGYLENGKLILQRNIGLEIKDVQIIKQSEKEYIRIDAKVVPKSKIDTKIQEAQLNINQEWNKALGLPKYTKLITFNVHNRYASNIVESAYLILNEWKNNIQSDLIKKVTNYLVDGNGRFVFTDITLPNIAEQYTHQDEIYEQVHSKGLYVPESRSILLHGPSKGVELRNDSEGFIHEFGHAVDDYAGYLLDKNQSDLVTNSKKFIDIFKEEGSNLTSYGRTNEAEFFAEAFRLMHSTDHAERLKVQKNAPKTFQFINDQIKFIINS
# PfHsp40 rescue: rescue of yeast from PfHsp40 toxicity, primary screen, S. cerevisiae, ATP luminescence; S. cerevisiae expressing PfHsp40, growth rescue; growth rescue, % at 12.5 µM; hit rate 0.68% among 340,000; AID 504582, 2011; in the data active = growth rescue above about 28%, passing the limit was not always enough; inconclusive = no clear call, values can overlap the other calls;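 note: yeast W303a lacking pdr1 and pdr3 grown in galactose medium; growth measured after three days at 30 °C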
# BoNT-A LC inh2: BoNT/A light chain protease inhibitors, primary screen, biochemical, flow cytometry, MLPCN library; Botulinum neurotoxin type A light chain protease (Clostridium botulinum A str. ATCC 3502); multiplex microsphere protease substrate cleavage; inhibition, % at 10 µM; hit rate 0.17% among 360,000; note: plate controls were buffer without enzyme for full effect and enzyme alone for no effect
# PrPC surface inh: inhibitors of human cell surface prion protein PrPC, primary screen, cell-based, TR-FRET; Major prion protein (Homo sapiens), P04156; hit rate 0.43% among 370,000; inhibition, % at 13.8 µM; TR-FRET read-out; AID 720596, 2013; in the data active = inhibition above about 24%; note: 0% = median of the test wells and 100% = reference compound wells
# BoNT F protease: BoNT/F light chain protease inhibitors, primary screen, biochemical, flow cytometry, MLPCN library; inhibition, % at 10 µM; AID 588497, 2011; Botulinum neurotoxin type F light chain protease (Clostridium botulinum); hit rate 0.22% among 360,000; Multiplex microsphere protease cleavage assay; in the data active = inhibition above about 35%, passing the limit was not always enough; inconclusive = no clear call, values can overlap the other calls; note: plate controls were buffer without enzyme for full effect and enzyme alone for no effect
# Yp Topo-I inh: Yersinia pestis topoisomerase I inhibitors, primary screen, biochemical, cleavage product accumulation, plate reader, single point; Y. pestis Topo-I cleavage product accumulation; hit rate 0.064% among 360,000; activity, % at 10 µM; DNA topoisomerase I (Yersinia pestis CO92); AID 504884, 2011; in the data active = activity above about 50%, passing the limit was not always enough; inconclusive = no clear call, values can overlap the other calls; note: inactives centre near 2
# An asterisk follows results filed as active; u = inconclusive; x = no result given; & = joins results of further samples. Cut-off read from the data, not from the text of the source, unless noted: active = inhibition above about 30%; inconclusive = no clear call, values can overlap the other calls; inactive = below that.
molecule,CCHF vOTU inh,TcdB GH inh,FadD28 binding,Anthrax LF inh2,PfHsp40 rescue,BoNT-A LC inh2,PrPC surface inh,BoNT F protease,Yp Topo-I inh
COc1ccc(C(=O)/C=C/c2cccs2)c(OC(=O)c2cccc([N+](=O)[O-])c2)c1,0,x,-1.7,0,-0.3,0.9,-3,4,3
COC(CNC(=O)c1ccc2c(=O)n(Cc3ccc(Cl)cc3)c(=S)[nH]c2c1)OC,-8,-0.3,-2.2,-6,-1.2,-3.1,4,-10,-2
CCCCC(=O)Nc1ccc(C(=O)Nc2nnc(COC)s2)cc1,-7,0.7,-4.0,-9,1.1,3.2,7,3,-13
CC(C)(C)NC(=O)CSc1nnnn1C(C)(C)C,-3,x,-0.5,1,0.6,-0.1,1,-3,2
CCOC(=O)Cn1c(=N)n(CCOc2ccc3ccccc3c2)c2ccccc21,11,-4.4,-2.5,-9,-0.5,1.2,-9,-20,-4
CCOc1ccccc1Nc1cc(C)c2cccc(C)c2n1,-6,0.8,0.0,1,0.6,1.0,0,11,-2
NS(=O)(=O)c1ccc(NC(=O)COc2cccc3ccccc23)cc1,20,0.6,-5.7,0,-0.7,-4.5,0,-9,6
CCCN(C)C[C@H]1Oc2cc(C#Cc3ccc(F)cc3)ccc2S(=O)(=O)N([C@H](C)CO)C[C@@H]1C,22,1.3&0.4&0.0,-2.3,-5,x,-0.6,-8,-9,-1
CCn1ncc(/C=C/C(=O)NCc2cn(C)nc2C)c1C,9,x,-1.7,0,-1.8,0.4,-3,-2,-6
O=C(COC(=O)c1ccc(S(=O)(=O)N2CCCC2)cc1)Nc1ccc(N2CCOCC2)cc1,4,0.8,-2.8,6,-1.0,-0.5,-2,2,1
O=C(Cn1cc(COc2ccc(Cl)c(Cl)c2)nn1)NS(=O)(=O)c1ccccc1C(F)(F)F,12,4.6,-1.7,1,x,0.1,-3,-10,12
O=C(O)c1cc([N+](=O)[O-])ccc1Oc1ccccc1,5,-1.6,-1.1,-3,-1.0,-0.1,-5,4,2
O=C(COc1nc2ccccc2nc1N1CCOCC1)N1CCc2ccccc21,2,-0.2,-1.0,-2,-1.8,0.5,2,0,-1
CCOC(=O)c1c(-c2ccc(OC)cc2)oc2c1C(OC(C)=O)CCC2 (configuration not stated),-6,0.7,x,3,x,-0.5,-2,-3,x
CCN(CC)C(=O)CSc1ncnc2c1nnn2-c1ccc(F)cc1,-11,x,-3.7,4,0.9,0.0,3,-3,3
Cc1cc(C(=O)COC(=O)C(C)NC(N)=O)c(C)n1Cc1ccco1 (configuration not stated),-4,-0.1,-2.3,0,-0.9,-0.8,3,6,2
CC1(C)Cc2cccc(OCC(=O)NCc3ccc(F)cc3)c2O1,-2,0.9,-3.6,2,-0.9,-2.8,-5,u,5
CCN(C(=O)CSc1cccc[n+]1[O-])c1ccccc1,9,0.7,x,2,3.0,1.1,1,-4,0
CCOC(=O)C1=C(C)NC(=O)NC1/C=C\c1ccccc1 (configuration not stated),-6,-0.5,-4.1,2,-1.4,-2.4,4,-9,-1
CCCOc1ccc(C(=O)Nc2ccc(S(=O)(=O)Nc3onc(C)c3C)cc2)cc1,3,1.2,-1.7,8,-1.6,-1.7,-2,-1,7
CCOC(=O)N/N=C\c1sccc1C,3,0.1,-0.6,1,-0.9,-0.3,-3,-3,-5
C=CCN1C2CCCC1CC(NC(=S)Nc1cccc(OC)c1)C2 (configuration not stated),-5,0.2,0.0,1,-0.7,0.4,-4,-6,-1
CNc1nc2c(c(=O)n(C)c(=O)n2C)n1CCCc1ccccc1,-15,1.1,-0.7,-4,-0.8,-2.4,7,u,4
CN(c1ccc(C(=O)N2CCCCC2)cc1)S(=O)(=O)c1cccs1,11,1.8,-3.5,1,1.1,1.2,6,9,7
O=C1CCN(C(=O)Cc2ccccc2)c2ccccc21,-14,1.1,-1.2,-5,x,-0.6,-3,-2,6
COc1ccc(C(=O)NC2CC2)cc1OC1CCN(Cc2ccc(F)cc2F)CC1,4,1.6,-1.8,2,-0.3,-0.3,-13,7,1
COc1ccc(OC)c(N2C(=O)NC(=O)C3(Cc4cc(C)ccc4N(C)C3)C2=O)c1 (configuration not stated),3,1.4,0.6,-2,-0.9,0.3,4,2,15
O=C(O)c1ccccc1-c1ccc([N+](=O)[O-])cc1Cl,14,1.4,-1.0,-2,x,0.2,-21,-5,-2
O=C(NNC(=O)c1cc(-c2ccccc2)nc2ccccc12)Nc1cccc(Cl)c1,13,x,-1.4,-2,0.0,-0.4,2,-19,-1
COc1cc(C(=O)NCCC2=CCCCC2)cc(OC)c1OC,0,x,-3.6,0,-1.0,1.3,-5,4,0
Cc1c(Cl)cccc1NC(=O)CSc1nncn1-c1cccnc1,-2,0.6,-2.2,-9,0.4,1.7,-6,0,3
Cc1ccc(N2CC(C(=O)Nc3ccc(S(=O)(=O)N4CCCC4)cc3)CC2=O)cc1 (configuration not stated),-4,x,0.7,-2,0.9,u,7,0,22
COc1ccc(OC)c(N(CC(=O)O)S(=O)(=O)c2ccc(OC)c(OC)c2)c1,4,x,-0.8,-1,-0.3,-0.1,-3,2,-4
Cc1ccc(S(=O)(=O)N2CCC(c3nc4c(nnn4Cc4ccccc4)c(=O)[nH]3)CC2)cc1,16,0.4,-4.3,-7,2.6,-0.8,7,-3,50
CCOC(=O)c1c(C)[nH]c(C(=O)COC(=O)CNS(=O)(=O)c2ccc(C)cc2)c1C,20,-0.5,0.2,8,1.1,-0.6,1,-3,20
COc1cccc(C(=O)N2CCN(Cc3ccccn3)CC2)c1,2,-0.7,-4.2,-12,-1.6,1.2,-2,14,8
O=C1CNC(=O)N1CC(O)Cn1c2ccccc2c2ccccc21 (configuration not stated),-11,0.9,-0.5,0,0.6,0.3,0,-3,0
Cc1ccc(Oc2nnc(-c3cccs3)c3ccccc23)cc1,2,0.9,-0.4,2,1.3,-1.5,-1,-8,-1
Cc1cccc(NC(=O)CN(C)S(=O)(=O)c2cccc3cccnc23)c1,5,0.1,-0.7,-17,-0.8,-0.7,9,-7,3
COc1ccc(/C=C2\SC(=O)N(CC(=O)Nc3cccc(C)c3)C2=O)cc1O,11,0.7,26*,x,0.0,x,-1,x,-3

# Fetched by structure from the list above, 2 records:
molecule,CCHF vOTU inh,TcdB GH inh,FadD28 binding,Anthrax LF inh2,PfHsp40 rescue,BoNT-A LC inh2,PrPC surface inh,BoNT F protease,Yp Topo-I inh
COc1ccc(/C=C2\SC(=O)N(CC(=O)Nc3cccc(C)c3)C2=O)cc1O,11,0.7,26*,x,0.0,x,-1,x,-3
CCOC(=O)c1c(C)[nH]c(C(=O)COC(=O)CNS(=O)(=O)c2ccc(C)cc2)c1C,20,-0.5,0.2,8,1.1,-0.6,1,-3,20

# Further results follow:
molecule,CCHF vOTU inh,TcdB GH inh,FadD28 binding,Anthrax LF inh2,PfHsp40 rescue,BoNT-A LC inh2,PrPC surface inh,BoNT F protease,Yp Topo-I inh
C=C(C)C1CC=C(C)/C(=N\NC(=S)Nc2ccc(C)cc2)C1 (configuration not stated),-2,x,0.7,1,0.6,-0.1,8,-5,3
CCN(CC)Cc1cc(NC2=NS(=O)(=O)c3ccccc32)ccc1OC(=O)c1ccccc1,16,0.8,-2.0,-2,-1.2,0.3,1,-2,-9
COc1ccc(CCn2c(N3CCN(C)CC3)nc3c2c(=O)[nH]c(=O)n3C)cc1,6,x,-0.5,0,0.1,0.2,1,2,0
CCOC(=O)C1=C(CN2CCN(CCC#N)CC2)NC(=O)NC1c1ccc2c(c1)OCO2 (configuration not stated),-6,1.3,-1.8,-2,-1.1,0.5,0,-8,11
O=C(Oc1ccc2c3c(c(=O)oc2c1)CCC3)c1ccco1,-307,1.9,-1.5,1,0.3,-0.3,4,-16,-6
CNS(=O)(=O)c1cccc(C(=O)OCC(=O)N2CCc3ccccc3C2)c1,0,x,-0.4,1,0.3,0.2,2,4,7
Cc1ccc(-c2nnc(N3CCN(S(C)(=O)=O)CC3)c3ccccc23)cc1,7,-8.0,-0.5,2,1.1,-2.9,-6,2,0
O=C(Cc1ccccc1)Nc1c(C(=O)N2CCCCCC2)cnn1-c1ccccc1,4,x,-0.2,x,0.3,x,-3,x,10
Cc1nc(CS(=O)(=O)c2ccccc2)cc(Sc2ccccc2Cl)n1,-1,x,-1.4,-6,0.1,-0.8,5,-6,28
CCCS(=O)(=O)NC(=O)C1(C)CCN(C(=O)COc2ccc(Cl)cc2Cl)C1 (configuration not stated),-7,-3.0,0.9,0,x,-0.2,-1,1,4
O=C(NC1CC1)C1CCN(C(=O)c2ccccc2Cl)CC1,2,1.4,-3.5,0,1.4,-0.9,-2,-9,5
Cc1cc(SC(C)C(=O)Nc2ncc(Cl)cc2Cl)nc2ccccc12 (configuration not stated),-8,-1.1,-0.4,0,1.3,1.1,9,8,4
CCc1ccc(NC(=O)CSc2nnc(C)c(=O)n2N)cc1,-3,-0.9,0.1,0,-1.0,-1.6,1,-1,7
CCC(C)Sc1nnc(Cc2cc(=O)[nH]c(=O)[nH]2)n1-c1ccc(F)cc1 (configuration not stated),-5,-1.1,-1.1,-13,-0.8,-1.5,1,-18,4
Cc1cc(C)n2nc(C(=O)OCC(=O)Nc3ccc(Cl)cc3)nc2n1,1,-0.6,-3.3,6,x,0.1,-1,2,-4
Cc1cccc(NCC(O)Cn2cnc3c2c(=O)n(C)c(=O)n3C)c1 (configuration not stated),5,x,-1.4,-5,1.0,-1.4,4,u,7
CCC(=O)NC(c1ccccc1)c1nc2ccccc2[nH]1 (configuration not stated),13,x,-0.8,2,-1.1,0.2,4,4,6
CC(C)NC(=S)N1CCCN(c2ncccc2[N+](=O)[O-])CC1,-8,-0.9,-1.1,4,-0.1,-0.4,-4,-2,-1
NC(Cc1ccc(Cl)cc1)c1csc(Nc2ccc(C(=O)c3ccccc3)cc2)n1 (configuration not stated),-2,1.2,-6.5,-6,x,0.1,-4,-17,1
COc1ccc(CCN(C)C(=O)c2cc(-c3ccccc3)nc3ccc(C)cc23)cc1OC,-10,1.3,0.1,-1,0.3,0.8,-3,-8,25
CCc1ccc(NC(=S)N(CCN2CCCCC2)Cc2ccco2)cc1,19,x,-1.8,-1,1.0,1.4,1,4,7
Cc1ccc(N(C)C(=O)c2cnn(-c3ccccc3)c2C)c(C)c1,13,0.7,-2.2,3,-0.8,-9.9,-3,u,-14
O=C(NC1CCOc2ccccc21)c1ccc(Cl)nc1 (configuration not stated),-6,1.0,-2.5,4,-2.1,0.2,8,3,-6
COc1ccccc1-c1sc2ccccc2c1-c1ccc(OCCN2CCCCC2)cc1,x,x,-10,-6,1.8,-0.1,x,-6,10
COc1ccc(/C=C2\N=C3CCCCCN3C2=O)cc1OC,4,x,1.4,-4,1.5,-1.5,4,-6,-12
CCc1ccccc1NC(=S)N(Cc1cccc(C)c1)c1cccnc1,1,-0.1,-2.4,-6,2.2,-0.4,4,1,0
Cc1ccc(C(=O)NCCOc2cccc(C)c2)cc1,9,1.9,-1.2,1,0.7,-0.7,5,-6,-5
O=C(c1ccc2ccccc2n1)N1CCN(S(=O)(=O)c2ccccc2)CC1,-7,1.9,-3.2,5,-0.1,-0.1,6,-3,2
